SRC2 inh – inhibits human steroid receptor coactivator 2; Q15596; 370,000 compounds, 0.17% hits; inhibition, % at 9 µM; HEK293 GAL4-SRC2 luciferase reporter, luminescence; AID 651957;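 active means inhibition above the mean inhibition of all tested compounds plus 3 SD, set per campaign, cut at about 52% in these data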;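 further: 0% = DMSO treated cells and 100% = cells given Gossypol at 36 µM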
NCOA3 inh – inhibitors of human steroid receptor coactivator 3 (SRC3). Q9Y6Q9. HEK293 GAL4-SRC3 luciferase reporter, luminescence. inhibition, % at 3.6 µM. 360,000 compounds, 0.17% hits. AID 588352;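 active means inhibition above a per-campaign cutoff, the mean of all compounds plus 3 SD, cut at about 60% in these data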;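 further: 0% = DMSO-treated cells and 100% = gossypol-treated cells at 36 µM; higher means less SRC3-driven luciferase light from the GAL4 reporter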
TRAIL sens C8 – sensitizes caspase-8 expressing cells to TRAIL | NB7+C8 cells + TRAIL, ATPlite viability luminescence | inhibition (viability loss, TRAIL sensitization), % at 10 µM | 360,000 compounds, 1% hits;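 active means compounds causing at least 50% loss of cell viability in the single-dose screen, relative to plate controls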
Vif imaging – HIV Vif inhibition; inhibition, % at 7.49 µM; HEK293T cells, Vif self-association by quenched fluorescence, imaging, 24 h; 340,000 compounds, 0.35% hits; AID 602346; in the data active means inhibition above about 50%, passing the limit was not always enough; further: some results filed as inactive read as strong as hits
TLR9-MyD88 block – inhibitors of human TLR9-MyD88 binding | CHO BLA complementation TLR9-MyD88, CCF4 FRET ratio | Q9NR96+Q99836 | 340,000 compounds, 0.21% hits | inhibition, % at 4.98 µM;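 active means inhibition above the mean over all tested compounds plus 3 SD, cut at about 21% in these data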;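 further: 0% = DMSO only wells and 100% = clavulanate BLA inhibitor control wells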
NOD2 RIPK2 PPI – inhibitors of human NOD2-RIPK2 interaction | O43353 | CHO BLA complementation NOD2-RIPK2, CCF4 ratio | inhibition, % at 4.98 µM | 360,000 compounds, 0.38% hits; in the data active means inhibition above about 21%;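 further: 0% = vehicle only and 100% = reference blocker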
LRH-1 inv ag – suppresses constitutive activity of human LRH-1; HEK293T StAR-luciferase reporter, LRH-1 transfected, 24 h; O00482; 360,000 compounds, 0.13% hits; inhibition, % at 3.6 µM;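 active means inhibition above the mean inhibition of all tested compounds plus 3 SD, cut at about 73% in these data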;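 further: 0% = DMSO wells and 100% = reporter-only cells lacking LRH-1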
COUP-TFII inh – NR2F2 (human) inhibition, primary screen; P24468; HEK293T NGFI-A luciferase reporter, luminescence; inhibition, % at 8.6 µM; 370,000 compounds, 0.7% hits; AID 686940;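 active means inhibition above a per-plate cutoff, mean inhibition of test wells between control levels plus 3 SD, cut at about 38% in these data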;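 further: cells cotransfected with COUP-TFII expression vector driving the NGFI-A reporter; 0% = median of COUP-TF2 test wells and 100% = reporter-only cells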
SRC1 inh – inhibits human SRC1 coactivator; HEK293 GAL4-SRC1 luciferase reporter, luminescence; inhibition, % at 3.6 µM; 360,000 compounds, 0.12% hits;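 active means inhibition above the campaign mean plus 3 SD, with each screening campaign given its own cutoff, cut at about 60% in these data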;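 further: 0% = DMSO treated cells and 100% = gossypol at 36 µM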
LMP1 NFkB inh – Epstein-Barr LMP1 NF-kappaB reporter inhibition | LMP1-induced NF-kappaB luciferase reporter cells, luminescence | inhibition, % at 12.5 µM | 350,000 compounds, 0.69% hits | AID 504558; in the data active means inhibition above about 41%;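 further: 0% = neutral control wells and 100% = reference inhibitor control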
TROY NFkB inh – TROY signaling inhibition; AID 1347056; Q293 LMP1-TROYcd NF-kB luciferase reporter, 4 h; inhibition, % at 10 µM; 360,000 compounds, 0.98% hits;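 active means compounds whose plate-normalised and pattern-corrected inhibition of the luciferase reporter signal at the single screening dose is 50% or more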
* marks the source's active call; other numbers are inactive results; . = no result given. Not all compounds are listed, so the mix of outcomes need not match the whole.

SMILES | SRC2 inh | NCOA3 inh | TRAIL sens C8 | Vif imaging | TLR9-MyD88 block | NOD2 RIPK2 PPI | LRH-1 inv ag | COUP-TFII inh | SRC1 inh | LMP1 NFkB inh | TROY NFkB inh
O=C(CNC(=O)c1ccccc1)OCC(=O)N1c2ccccc2Sc2ccccc21 | 3 | 8 | -1 | 0 | -4 | -4 | 10 | -9 | -14 | -2 | 13
COc1ccc(Nc2ccccc2C(=O)O)cc1 | 16 | 5 | -14 | -9 | . | -15 | 11 | 15 | -22 | -13 | -53
CC(=O)Nc1ccc(S(=O)(=O)N2CCN(C(=O)c3ncoc3-c3ccccc3F)CC2)cc1 | 11 | 0 | 9 | 29 | -5 | -9 | 10 | 6 | 5 | 4 | -20
Cc1cc(=O)oc2c(C)c(OCC(=O)N(C)C)ccc12 | -34 | 6 | 3 | -18 | -6 | 1 | 16 | -9 | -9 | 42* | 2
Cn1c(NCCc2ccncc2)nc2cc(-c3ccccc3)sc2c1=O | -80 | -54 | 16 | 14 | . | 1 | -58 | -36 | -69 | . | -45
O=C(Nc1cnn(Cc2ccc(F)cc2)c1)c1cc(-c2cccs2)on1 | . | -16 | -54 | 57* | 1 | 8 | 30 | . | 0 | 2 | -22
CCc1nnc(NC(=O)CCC(=O)NCCc2ccc(OC)c(OC)c2)s1 | -13 | 13 | -3 | -28 | 13 | 7 | 2 | 1 | 2 | 13 | 6
Cc1ccsc1C(=O)OCC(=O)NC1CCS(=O)(=O)C1 (centres undefined) | -9 | 2 | -7 | 4 | 7 | -11 | 7 | -6 | 9 | -4 | -16
CC(=O)c1ccccc1NC(=O)COc1ccc(N(C)S(=O)(=O)c2ccc(C)c(C)c2)cc1 | 9 | -3 | 3 | -8 | -7 | 1 | 9 | 3 | 6 | 5 | -2
O=C1c2ccccc2C(=Nc2ccccc2)C1c1cccc(Br)c1 (centres undefined) | -9 | 2 | 11 | . | 2 | -8 | -25 | -2 | 6 | -21 | 7
COc1ccc(C)cc1S(=O)(=O)Nc1cccc(-c2cn3cccnc3n2)c1 | -12 | -9 | -2 | -10 | -6 | -10 | -23 | -3 | -2 | 3 | 2
CN(C(=O)c1ccccc1)C(=O)c1ccccc1 | -1 | -3 | -9 | 0 | 3 | -22 | 22 | -3 | -4 | 1 | 4
Cc1oc(-c2cccc(Cl)c2)nc1CN1CCC(C(=O)NCC2CCCO2)CC1 (centres undefined) | -3 | 8 | -16 | 3 | -2 | 0 | 11 | -2 | -8 | 3 | -4
Cc1cc(NC(=O)CS(=O)(=O)c2c[nH]c3ccccc23)no1 | -18 | -13 | -17 | 6 | -9 | 3 | -2 | -6 | -16 | 4 | -12
Cc1ccc(NC2=C(Cl)C(=O)OC2OC(=O)c2ccc(C)cc2)cc1 (centres undefined) | -19 | 1 | -10 | -1 | 3 | 9 | -6 | 13 | -6 | -6 | 22
CCOn1c(=O)c(-c2cccc([N+](=O)[O-])c2)[n+]([O-])c2ccccc21 | -5 | 2 | -2 | 3 | -6 | -15 | -6 | -4 | -6 | -3 | -31
CC(C)(C)c1ccc(OCC(=O)NN2Cc3ccccc3C2=N)cc1 | 1 | -9 | 2 | 3 | -9 | -1 | 9 | 7 | 0 | 7 | 12
O=c1[nH]c(S)nc2sc3c(c12)CCCC3 | . | 11 | -14 | 18 | 3 | -4 | 13 | . | -17 | 0 | 21
CSc1nnc(NC(=O)c2ccc(S(=O)(=O)N3CCOCC3)cc2)s1 | -19 | -53 | 19 | -3 | 9 | 2 | 4 | 6 | -10 | -9 | -48
COc1cccc(-c2nnc(SCC(=O)N3CC(C)CC(C)C3)o2)c1 (centres undefined) | -33 | -7 | 3 | 5 | -9 | -7 | 11 | 22 | 1 | -2 | -6
O=C(OCC(=O)N1CCC(c2ccccc2)=N1)c1ccc([N+](=O)[O-])s1 | 10 | 5 | -2 | -23 | 4 | -10 | 6 | 12 | -4 | -1 | -3
COc1ccc(CN2C(=O)C(CC(=O)NCCCN(C)C)CC(C(=O)N(C(C)C)C(C)C)=C2C)cc1 (centres undefined) | 31 | -19 | -4 | -4 | 2 | -14 | 1 | -2 | -3 | 4 | 8
Cc1ccc2c(C)c(C(=O)N3CCN(c4cnccn4)CC3)oc2c1C | -3 | -19 | -12 | 7 | -12 | -4 | -5 | 10 | -16 | -32 | 4
Cc1nc(SC(C)C(=O)c2c(N)n(C)c(=O)n(C)c2=O)c2c(C)c(C)sc2n1 (centres undefined) | -17 | 4 | 9 | -10 | 5 | -3 | -8 | -1 | 4 | 0 | 6
Cc1ccc(CNC(=O)Cc2ccc(NC3=NC4CS(=O)(=O)CC4S3)cc2)cc1 (centres undefined) | 8 | 3 | -8 | -19 | 0 | -7 | -6 | 4 | -26 | -1 | -5
(next part)
SMILES | SRC2 inh | NCOA3 inh | TRAIL sens C8 | Vif imaging | TLR9-MyD88 block | NOD2 RIPK2 PPI | LRH-1 inv ag | COUP-TFII inh | SRC1 inh | LMP1 NFkB inh | TROY NFkB inh
Cc1ccc(CNC(=O)CCNS(=O)(=O)c2ccc(Br)s2)cc1 | 12 | 11 | 0 | 11 | 4 | -1 | 0 | -15 | -2 | 8 | -7
CSc1ccc(CN(C)C(=O)CNC(=O)CNS(=O)(=O)c2ccc(C)c(C)c2)cc1 | -4 | 7 | 7 | -9 | -6 | -2 | 9 | 16 | -27 | 7 | 4
C=C1C(=O)[C@]23C[C@H]1CCC2[C@@]1(C)C(C[C@@H]3O)[C@](C)(C(=O)O)CC[C@@H]1O (some centres undefined) | -16 | -11 | 26 | 13 | . | 1 | -10 | -3 | -17 | . | 16
CCN1C(=O)[C@H]2[C@@H](c3ccccc3)N[C@]3(CCCN(Cc4ccc(C)cc4)C3=O)[C@H]2C1=O | -3 | -11 | 3 | 2 | -1 | 2 | 12 | -11 | 3 | -1 | -11
Cc1ccc(C(=O)N2CCN(C(=O)c3ccc(C)cc3)C2)cc1 | -23 | 8 | -3 | -2 | -1 | -17 | 5 | 15 | 0 | -2 | 16
Cc1nnc(SCC(=O)NCc2ccccc2)n1-c1ccccc1 | 2 | -14 | 36 | . | -8 | 2 | -1 | 13 | -14 | -8 | -16
C/C(=N\NC(=O)c1ccc(CSc2nc(C)cc(C)n2)cc1)c1ccco1 | -28 | 20 | 1 | -1 | -3 | -11 | 14 | 9 | -3 | 3 | 13
CC1(C(=O)NS(=O)(=O)Cc2ccccc2C(F)(F)F)CCN1C(=O)c1cccc(F)c1 (centres undefined) | -14 | -10 | -2 | 23 | . | 9 | -6 | 1 | 3 | . | -3
CCOc1ccc(NC(=NCc2ccc3c(c2)OCO3)SC2CC(=O)N(c3ccc(OCC)cc3)C2=O)cc1 (centres undefined) | -15 | 8 | 41 | 1 | 12 | 8 | -2 | 0 | -6 | -10 | 7
Cc1ccc(OCC(=O)NNC(=O)Nc2ccc(Cl)cc2)c(Br)c1 | 2 | -8 | -8 | -2 | 8 | -4 | 5 | -22 | -3 | -1 | -12
COc1ccccc1CN(CC(=O)NCc1ccc2c(c1)OCO2)C(=O)c1csnn1 | 4 | 7 | -3 | 18 | 1 | -3 | 12 | 7 | 6 | 1 | 1
COc1ccc(N2CCN(C(c3nnnn3CCc3ccccc3)C(C)C)CC2)cc1 (centres undefined) | 16 | 17 | 0 | -14 | -7 | -4 | -13 | 0 | 3 | 7 | -35
Cc1ccc(S(=O)(=O)N(CC(=O)NCc2cccnc2)C2CCCCC2)cc1 | -17 | 5 | -3 | 5 | -5 | -3 | -12 | 16 | -4 | -40 | -9
CCN(CC)CCN(C(=O)CN1C(=O)CCC1=O)c1nc2cc3c(cc2s1)OCO3 | -9 | 15 | -7 | -7 | -3 | -4 | -21 | -4 | 7 | -3 | -17
OCCN1CCN(CCO)C1=S | -7 | 4 | 6 | 1 | -5 | -2 | 4 | -6 | -8 | 10 | 11
OCCCNC(=S)NC1CCCC1 | -30 | 4 | -5 | 5 | 1 | -9 | 7 | -8 | -12 | 3 | -7
CCOC(=O)N1CCC(NC(=O)c2ccc3c(c2)ncn3C2CCCC2)CC1 | -26 | 16 | -3 | 2 | 4 | -13 | 5 | -17 | 4 | -30 | -7
CC1=CC=CC2=NC(=O)CC(C)(C(=O)N(CC(=O)NC3CCCC3)c3ccc(F)cc3)N12 (centres undefined) | 8 | -1 | 4 | 19 | -4 | -9 | -13 | 8 | 6 | -4 | 15
CSc1ccc(CN(C)C(=O)c2ccc(S(=O)(=O)Nc3c(C)n(C)n(-c4ccccc4)c3=O)cc2)cc1 | 0 | 13 | -15 | 16 | 6 | 8 | -15 | 15 | -3 | -3 | -14
COc1ccc(/C(O)=C2/C(=O)C(=O)N(CCN(C)C)C2c2ccccc2)cc1Cl (centres undefined) | -2 | -14 | -8 | -3 | -15 | -5 | 1 | 5 | 5 | 9 | -11
CC(=O)N/C(=C/c1ccc2c(c1)OCO2)C(=O)O | 11 | 3 | -4 | 2 | 7 | -15 | -20 | -11 | -15 | -12 | -1
COc1ccccc1C(O)Cc1nc2ccccc2n1C (centres undefined) | -4 | -28 | -19 | 2 | -7 | -7 | -73 | -9 | -38 | -10 | -34
O=C(Nc1ccccc1)N1CC=C(c2ccc(F)cc2)CC1 | -40 | -61 | 11 | -1 | 0 | 2 | -75 | -23 | -75 | -10 | -42
O=C1NNC(c2ccccc2)=N/C1=C\c1ccco1 | 1 | 15 | -13 | -1 | -2 | 6 | 3 | 15 | -3 | -5 | -13
O=C(c1ccc2c3c(cccc13)CC2)C1CCCN(C(=O)c2cccnc2)C1 (centres undefined) | -14 | -3 | 3 | -2 | -2 | -2 | -18 | 9 | -2 | 3 | 2
CN(Cc1ccc(F)cc1)C(=O)C(c1ccccc1)c1ccccc1 | 11 | 11 | 9 | 2 | -2 | 0 | 20 | 22 | 11 | 1 | 5
Cc1cc(OCc2nnc(SCC(=O)OC3CCCCC3)o2)ccc1Cl | -5 | 7 | -8 | -1 | -2 | 4 | -2 | 5 | -20 | 1 | -7
O=c1c2c(-c3cccc([N+](=O)[O-])c3)ccnc2[nH]n1-c1ccccc1 | -1 | 12 | -19 | -14 | 8 | 3 | 18 | 2 | -11 | -1 | -22
O=C(CN1C(=O)NC2(CCCCCCC2)C1=O)NC1CCCc2ccccc21 (centres undefined) | -6 | 8 | -18 | 1 | 11 | -2 | 24 | -7 | -6 | 6 | -12

Reformatted: entries from further up.
mol	SRC2 inh	NCOA3 inh	TRAIL sens C8	Vif imaging	TLR9-MyD88 block	NOD2 RIPK2 PPI	LRH-1 inv ag	COUP-TFII inh	SRC1 inh	LMP1 NFkB inh	TROY NFkB inh
Cc1ccc(C(=O)N2CCN(C(=O)c3ccc(C)cc3)C2)cc1	-23	8	-3	-2	-1	-17	5	15	0	-2	16
Cc1ccc2c(C)c(C(=O)N3CCN(c4cnccn4)CC3)oc2c1C	-3	-19	-12	7	-12	-4	-5	10	-16	-32	4
COc1ccc(CN2C(=O)C(CC(=O)NCCCN(C)C)CC(C(=O)N(C(C)C)C(C)C)=C2C)cc1 (centres undefined)	31	-19	-4	-4	2	-14	1	-2	-3	4	8

3 of the entries above in order of the LRH-1 inv ag value, ascending.
SMILES	LRH-1 inv ag
CC1=CC=CC2=NC(=O)CC(C)(C(=O)N(CC(=O)NC3CCCC3)c3ccc(F)cc3)N12 (centres undefined)	-13
O=C1NNC(c2ccccc2)=N/C1=C\c1ccco1	3
O=C(CN1C(=O)NC2(CCCCCCC2)C1=O)NC1CCCc2ccccc21 (centres undefined)	24
